Compound activity (PubChem)
MT stabilize HCS = microtubule stabilizers in HeLa cells; HeLa tubulin immunostaining HCS, 24 h; share of cells brighter than vehicle mean+2SD; % tubulin-high responders, % at 10 µM; 0.83% of 200,000 active;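 active means plate Z-score above 3 for both tubulin-high and condensed-nucleus cell shares, with cell loss under 80%, at 10 µM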;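 further: anti alpha tubulin signal scored within the nucleus-defined area of each cell; some results filed as inactive read as strong as hits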
AID2073 = inhibitors of Mint1-CaV2.2 protein interaction, biochemical, HTRF (AID 2073); 0.19% of 290,000 active; HTRF protein-protein interaction, Mint1-CaV2.2; higher % means a stronger effect; one-dose inhibition, % at 20 µM; IC50 in µM for titrated hits; in the data active means inhibition mostly above about 51%, no sharp cut-off; inconclusive means no clear call, values can overlap the other calls; inactive means mostly below about 53%; further: some results filed as inactive read as strong as hits
Autophagy mod = alters autophagy in cells; calls only at 10 µM (by protocol); MEF GFP-LC3 puncta imaging; test concentration mostly 10 µM; AID 463193; 0.98% of 190,000 active;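 active means percentage of spot-positive cells more than 3 SD above its plate mean, without a fluorescence outlier flag or 80% toxicity; inconclusive means no clear call, values can overlap the other calls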;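 further: spot-positive cell cutoff set from DMSO-treated cells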
HIV fusion peptide = cell-free HIV fusion peptide-binding blockers – biochemical, uHTS, fluorescence dequenching, primary screen (AID 1986) | 0.3% of 290,000 active | inhibition, % at 20 µM; hits with a dose series show IC50 in µM | cell-free peptide binding, fluorescence dequenching, 30 min; higher % means a stronger effect; in the data active means inhibition mostly above about 52%, no sharp cut-off; inactive means mostly below about 76%; further: some results filed as inactive read as strong as hits
WT yeast gro inh = growth inhibition of WT yeast, mitochondrial fusion screen; inhibition, % at 10 µM; mitochondrial fusion phenotypic screen, WT strain; AID 1362; 2.1% of 190,000 active; in the data active means inhibition above about 58%; tested in S. cerevisiae
Insulin prom up = MIN6 insulin promoter up-regulation | MIN6 insulin promoter-GFP reporter, high-content imaging; active compounds read high | z-score at 5 µM | 0.3% of 190,000 active | AID 1625;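 active means z-score above 3 at 5 µM with at least 500 cells counted in the well; inconclusive means wells under 500 cells, flagged as cytotoxic or low count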
Dynein cargo inh = dynein cargo transport inhibition; AID 1381; 3617.4 mouse cells, GR-EGFP nuclear translocation imaging; test concentration mostly 20 µM; stimulated with dexamethasone, 1 µM; active compounds read low; 0.47% of 220,000 active; z-score, hits read low;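 active means plate z-score of nuclear minus cytoplasmic receptor signal below a set negative limit, without overly bright fluorescence or cell loss, cut at about -3.5 in these data, passing the limit was not always enough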;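 further: z-score of nuclear minus cytoplasmic ring GR-EGFP intensity difference per well; some compounds called inactive have numbers as strong as hits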
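Buffer or medium: Induction medium lacking tetracycline, stripped serum | Also added: Dexamethasone agonist, 1.0 µM final, for 30 min | Timing: 48 h induction, 1 h compound, 30 min dex at 37 °C | Detection: Formaldehyde fixation, Hoechst nuclear stain, 10x automated fluorescence imaging | Measure: Nuclear versus cytoplasmic GR-EGFP signal, averaged per well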
Yfh1-off respiration = mitochondrial function rescue without frataxin homolog – Friedreich's ataxia, plus single-dose screen, dose response (AID 1465); S. cerevisiae Yfh1-off respiration, WST-1 reduction, 72 h; higher fold induction means a stronger effect; 0.074% of 220,000 active; fold induction at 50 µM; hits with a dose series show EC50 in µM;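 active means fold induction of absorbance versus untreated yeast above a set limit, then at least 30% activation at any dose in follow-up; inconclusive means repeats straddling the limit, or above it without dose testing; inactive means fold induction below the set limit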;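 further: activators that raise dye reduction in frataxin-depleted yeast; strong numbers were not always called active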
bCat nuc transl = beta-catenin nuclear translocation modulation; HeLa beta-catenin nuclear translocation, immunofluorescence imaging; nuclear translocation activity, % at 5 µM; 0.3% of 190,000 active; AID 1665;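 active means nuclear translocation activity above 50% at 5 µM, with a well cell count of 50 or more; inconclusive means wells under 50 cells across six images, flagged as toxic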;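 further: per-cell ratio of nuclear to cytoplasmic median beta-catenin stain intensity; plate controls were DMSO negative control for no effect and GSK-3 inhibitor IX positive control for full effect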
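Test system: HeLa cells, endogenous beta-catenin; Compound: single 5 µM dose plus 0.02–20 µM confirmation series; Times: compound exposure 24 h at 37°C; Signal: fluorescence imaging of beta-catenin antibody stain plus DAPI; Read-out: % activation, nuclear-to-cytoplasmic median beta-catenin signal ratio per cell.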
WT yeast gro inh mutant strain = second read-out of WT yeast gro inh, no call of its own (marks repeat the call); inhibition, %; mitochondrial fusion phenotypic screen, mutant strain inhibition
Dynein cargo inh cytoplasmic EGFP = recorded beside Dynein cargo inh, whose call it bears; z-score; measured here: cytoplasmic GR-EGFP intensity; active compounds read high
Dynein cargo inh nuclear GR-EGFP = second read-out of Dynein cargo inh, no call of its own (marks repeat the call); z-score; measured here: nuclear GR-EGFP intensity;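 lower value marks the stronger effect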
Dynein cargo inh cell count = also measured in Dynein cargo inh; calls as there; z-score; measured here: cell count per field
Insulin prom up cell count = also measured in Insulin prom up; calls as there; cell count; measured here: cytotoxicity, nuclei count;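 total cells summed across four imaged fields per well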
bCat nuc transl cell count 5 µM = recorded beside bCat nuc transl, whose call it bears; cell count; measured here: cell count, cytotoxicity flag
MT stabilize HCS Hoechst-high % = further read-out of MT stabilize HCS, marked with its call; % Hoechst-high responders; measured here: nuclear condensation Hoechst responders;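 share of cells brighter than vehicle mean plus two SD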
MT stabilize HCS cytotoxicity % = also measured in MT stabilize HCS; calls as there; toxicity, %; measured here: cytotoxicity by cell density;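 0% = mean cell density of plate MIN control wells and 100% = no cells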
Autophagy mod cell loss 18 h = further read-out of Autophagy mod, marked with its call; toxicity, %; measured here: cell loss, nuclei count;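 cell loss after 18 h compound exposure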
Starred values were filed as active, the others as inactive; i = inactive; ? = inconclusive; . = no result given.

SMILES	MT stabilize HCS	MT stabilize HCS Hoechst-high %	MT stabilize HCS cytotoxicity %	AID2073	Autophagy mod	Autophagy mod cell loss 18 h	HIV fusion peptide	WT yeast gro inh	WT yeast gro inh mutant strain	Insulin prom up	Insulin prom up cell count	Dynein cargo inh	Dynein cargo inh cytoplasmic EGFP	Dynein cargo inh nuclear GR-EGFP	Dynein cargo inh cell count	Yfh1-off respiration	bCat nuc transl	bCat nuc transl cell count 5 µM
O=C(CCSCc1cccc(Cl)c1)NCCc1ccc(Cl)cc1	5.7	1.8	4.1	9%	i	0	-0.5%	15	8	0.7	1609	-0.88	0.3	-0.32	-0.67	i	-3.0	1101
COc1ccccc1NS(=O)(=O)c1ccc(C)c(NC(=O)NCCCl)c1	.	.	.	5%	.	.	-2.2%	.	.	-0.03	1089	0.85	-0.28	0.3	0.54	i	-0.5	1266
CC(C)C(NC(=O)OCc1ccccc1)C(=O)OCC(=O)NCc1ccco1 (stereo not drawn)	3.1	1.1	1.0	46%	i	1	14%	-20	7	0.03	1824	-0.49	-0.2	0.3	-0.29	i	-1.3	1032
O=C(Cc1ccc(F)cc1)N/N=C/c1ccc2c(c1)OCO2	2.0	1.1	12	-5%	i	-1	-0.4%	22	9	-0.2	1400	-0.46	0.23	0.47	0.00056	i	0.3	1574
COC(=O)/C(C#N)=C/c1c(-c2ccccc2)nc2n1CCS2	.	.	.	1%	.	.	-1.3%	.	.	2.4	1387	-0.25	-0.32	-0.34	0.65	i	-2.5	1054
NC(=O)C1(c2ccccc2)CCCN1C(=O)c1ccc(Br)cc1 (stereo not drawn)	4.7	4.1	12	6%	i	-9	0.0%	-1	-28	-0.29	1152	0.6	-0.13	0.44	-0.26	i	-0.3	1055
Cc1cccc(/C=N\Nc2cn[nH]c(=O)c2Cl)c1	6.6	2.8	23	6%	i	-32	-2.0%	-11	28	-0.83	1620	-0.44	-0.17	0.23	0.79	i	4.5	919
NC(CCC(=O)O)C12CC3CC(CC(C3)C1)C2 (stereo not drawn)	4.0	0.9	4.3	-10%	i	-32	0.0%	-7	-1	0.67	1585	-0.15	-0.28	0.08	0.13	i	-0.9	992
COCCCN1C(=O)C(O)=C(C(=O)c2ccco2)C1c1ccc(Br)cc1 (stereo not drawn)	3.7	2.8	6.0	10%	i	-3	0.4%	-2	21	0.32	1648	0.091	-0.18	0.096	0.81	i	0.5	1409
O=C1CC(=O)CC(c2ccccc2Cl)C1	2.9	3.1	6.1	18%	i	4	9.2%	3	7	0.96	1234	0.16	-0.19	0.34	0.1	i	-2.5	1245
CCCC1(C(=O)O)NC(c2ccc(OC)cc2O)C2C(=O)N(c3ccc(OC)cc3)C(=O)C21 (stereo not drawn)	6.5	2.2	11	6%	.	.	-3.5%	12	10	-0.5	929	-0.45	-0.27	-0.23	0.64	i	.	.
CCC(=O)N1CCCn2c1nc1ccccc12	3.7	2.2	5.1	-1%	i	21	1.0%	-14	-6	-0.09	1360	0.58	-0.25	0.14	0.25	i	-3.5	547
COc1ccccc1C(=O)NCCn1cc(SCC(=O)Nc2nnc(C)s2)c2ccccc21	6.0	2.9	4.8	-3%	i	10	0.3%	-5	7	-0.54	1544	1.9	0.17	2	-2.7	i	1.2	1384
O=C(c1cc(Cl)ccc1Cl)N1CCOCC1	3.7	2.6	6.4	-3%	i	-3	-1.1%	3	24	0.29	1319	-0.62	0.14	0.083	0.38	i	-3.1	1188
OCCN1CNC(=S)NC1	.	.	.	-5%	.	.	-0.5%	.	.	0.08	1114	0.27	-0.24	0.05	0.41	i	0.8	1318
CCCn1c(SCc2nc3sc(C)c(C)c3c(=O)[nH]2)nc2ccccc2c1=O	2.5	3.0	7.9	-3%	i	11	1.3%	-3	-6	-2.3	855	-0.75	1	-0.11	0.27	i	-3.2	959
O=C(CCCc1ccccc1)NCCCN1CCOCC1	2.4	1.6	3.7	-5%	i	-5	2.6%	-25	-9	-0.06	1251	0.58	-0.042	0.35	0.25	i	-1.7	1139
COc1ccc(C2(C(=O)Nc3ccc(S(N)(=O)=O)cc3)CCCC2)cc1	1.3	1.3	1.1	-3%	i	17	-0.8%	17	6	-0.3	1581	1.6	0.031	2	-2.5	i	3.2	888
Cc1ccc(SCC(=O)c2c(C)[nH]c3ccccc23)cc1	3.8	2.4	5.9	9%	i	-10	0.9%	8	-16	-0.79	1463	1.3	-0.17	0.98	-1.2	i	0.1	1098
Cc1ccc(S(=O)(=O)N/N=C/c2ccc(OS(=O)(=O)c3ccc(C)c([N+](=O)[O-])c3)cc2)cc1	2.2	1.2	11	-4%	i	-3	1.2%	13	18	-0.04	1169	0.72	-0.22	0.84	0.19	i	2.3	1175
O=C(Nc1ccc([N+](=O)[O-])cc1)C(=O)Nc1cccc(C(=O)O)c1	.	.	.	3%	.	.	0.8%	.	.	-0.04	1451	-0.23	-0.23	-0.14	0.51	i	-4.9	1260
CSc1nc2sc3c(c2c(=O)n1CC(C)C)CC(C)(C)OC3	.	.	.	4%	.	.	1.5%	.	.	-0.23	1525	0.32	-0.24	0.17	0.2	i	-1.3	1168
Cc1ccccc1-c1nc(-c2cccnc2)no1	5.8	3.0	7.2	2%	i	0	4.4%	21	32	0.43	1102	-0.82	-0.31	-0.16	0.29	i	-4.3	997
C/C(Cn1nnc([N+](=O)[O-])n1)=N\NC(=O)c1ccccc1Cl	2.3	1.6	8.5	-5%	i	-15	-1.1%	-10	-15	-0.37	1239	1.7	-0.11	1.7	-2.1	i	3.0	1243
CC(C)c1nc2ccccc2n1CCC(=O)O	2.0	1.3	4.4	-15%	i	40	0.3%	.	.	-0.34	958	0.075	0.032	0.56	-0.96	i	-2.1	1242
CCOc1cc(C(=O)N/N=C(\C)Cc2ccc(OC)cc2)cc(OCC)c1OCC	6.6	3.2	13	2%	i	-8	1.8%	-12	3	-0.13	2177	-0.77	-0.28	-0.43	0.59	i	-0.5	1011
COc1ccccc1NC(=O)CSc1nnc(Cn2cnc3ccccc32)n1C	3.8	2.0	8.4	-4%	i	4	1.1%	12	27	0.29	1227	-0.86	-0.39	-0.51	-0.013	i	-1.9	1198
CCCOc1ccc(S(=O)(=O)NCc2ccc(OC)cc2)cc1	4.4	3.5	9.5	1%	i	19	1.4%	9	-1	0.76	1159	0.53	-0.25	0.44	-1.5	i	0.1	808
COc1cccc(CNC(=O)C2CCN(S(=O)(=O)c3ccccc3)CC2)c1	2.5	2.0	4.2	2%	i	-1	-0.9%	0	-16	-0.39	981	-0.31	-0.35	-0.13	0.26	i	-0.7	879
CCCCC(=O)Nc1cc(OC)c(NC(=S)NC)cc1OC	1.7	2.2	3.3	-24%	i	11	2.9%	-10	5	0.5	1195	0.18	-0.29	-0.073	0.47	i	-0.1	1185
N#Cc1c(NC(=O)CSc2nnc(-c3ccco3)n2-c2ccccc2)sc2c1CCC2	3.4	2.6	8.4	16%	i	-11	17%	-4	-4	-0.27	908	-0.67	-0.11	-0.33	0.31	i	-0.9	1176
CCCCn1nnnc1SCC(=O)NNC(=O)C1CCCCC1	1.7	2.7	8.0	8%	i	-5	2.2%	1	8	0.06	1548	-1.2	-0.19	-0.63	0.76	i	0.3	1269
CN(CCOC(=O)c1ccc2c(c1)OCCO2)C(C)(C)C	3.8	2.8	7.9	-3%	i	-1	1.8%	3	-4	0.06	1221	0.044	-0.15	-0.022	-1.1	i	1.1	932
O=C(CS(=O)(=O)c1ccccc1)NCc1ccco1	2.0	1.5	4.8	?	i	-3	0.4%	-5	-2	0.22	1391	-0.032	-0.19	-0.062	-0.6	i	0.1	1522
Cc1nn(-c2ccccc2)c2c1C(c1c(C)[nH]c(C#N)c1C)C(C#N)=C(N)O2 (stereo not drawn)	3.4	2.4	5.8	3%	i	-11	-0.2%	15	14	-1	1240	2.2	-0.073	1.1	-1.1	i	.	.
CCc1ccc(Nc2nc(N)nc(CSc3nnnn3-c3ccccc3)n2)cc1	6.0	2.8	11	32%	i	0	-0.3%	-18	-2	-0.36	1259	2.7	-0.18	1.4	-0.7	i	0.2	1083
c1ccc(CSc2nnc(-c3cccs3)n2Cc2ccco2)cc1	3.0	2.0	3.2	-4%	i	5	0.8%	18	-17	.	.	-1	0.0015	-1.1	-0.16	i	-1.3	551
CC12CC(c3ccccc3O1)C(C(=O)NCc1ccccc1)C(=O)N2 (stereo not drawn)	4.8	2.1	3.9	2%	i	21	1.4%	-4	-4	-0.87	1564	-0.66	-0.18	-0.086	0.031	i	-9.2	1057
O=c1[nH]c(C2CC2)nc2sc3c(c12)CCCC3	8.7	2.8	1.2	6%	i	13	1.6%	22	17	-0.83	1430	1.9	-0.22	1.1	-0.27	i	2.8	1206

Two records picked at random from the list so far:
SMILES	MT stabilize HCS	MT stabilize HCS Hoechst-high %	MT stabilize HCS cytotoxicity %	AID2073	Autophagy mod	Autophagy mod cell loss 18 h	HIV fusion peptide	WT yeast gro inh	WT yeast gro inh mutant strain	Insulin prom up	Insulin prom up cell count	Dynein cargo inh	Dynein cargo inh cytoplasmic EGFP	Dynein cargo inh nuclear GR-EGFP	Dynein cargo inh cell count	Yfh1-off respiration	bCat nuc transl	bCat nuc transl cell count 5 µM
CCCOc1ccc(S(=O)(=O)NCc2ccc(OC)cc2)cc1	4.4	3.5	9.5	1%	i	19	1.4%	9	-1	0.76	1159	0.53	-0.25	0.44	-1.5	i	0.1	808
O=c1[nH]c(C2CC2)nc2sc3c(c12)CCCC3	8.7	2.8	1.2	6%	i	13	1.6%	22	17	-0.83	1430	1.9	-0.22	1.1	-0.27	i	2.8	1206
